High-throughput results as filed in PubChem BioAssay.
mcGAS RapidFire: inhibitors of Mus musculus cyclic GMP-AMP synthase, initial high-throughput assay, cell-free, RapidFire MS. inhibition, % at 12.5 µM. hit rate 0.18% among 130,000. Q8C6L5. recombinant mouse cGAS, cGAMP by RapidFire MS;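 active means inhibition of cGAS enzyme activity at or above 60%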;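 further: enzyme stimulated by 45 bp dsDNA with ATP and GTP substrates; cGAMP share of summed cGAMP plus half ATP and half GTP signals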
Target sequence (Q8C6L5 whole entry, looked up): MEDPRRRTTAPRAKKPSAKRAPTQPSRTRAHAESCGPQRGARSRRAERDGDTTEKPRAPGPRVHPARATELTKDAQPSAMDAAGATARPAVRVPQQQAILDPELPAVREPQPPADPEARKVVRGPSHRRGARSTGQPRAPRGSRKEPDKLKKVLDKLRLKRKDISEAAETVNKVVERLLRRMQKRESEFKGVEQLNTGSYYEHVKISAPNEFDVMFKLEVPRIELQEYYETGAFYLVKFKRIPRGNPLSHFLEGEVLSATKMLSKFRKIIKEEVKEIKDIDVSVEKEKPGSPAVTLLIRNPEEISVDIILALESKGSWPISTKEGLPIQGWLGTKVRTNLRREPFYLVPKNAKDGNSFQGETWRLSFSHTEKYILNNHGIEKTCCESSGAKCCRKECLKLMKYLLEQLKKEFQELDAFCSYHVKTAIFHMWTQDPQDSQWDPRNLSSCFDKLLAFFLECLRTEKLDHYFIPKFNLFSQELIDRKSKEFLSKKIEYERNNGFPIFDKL
An asterisk follows results filed as active; & = joins results of further samples. Some of the compounds tested, so the mix of outcomes need not match the whole.

| structure | mcGAS RapidFire |
| --- | --- |
| COc1ccc(Cl)cc1C(=O)Nn1cnc2c(cnn2C(C)(C)C)c1=O | -3 |
| CCc1ccc(NC(=O)c2ccc(CN3CCCC3=O)cc2)cc1 | 2 |
| COc1cccc(C(=O)N2CCC(CO)(Cc3ccccc3)CC2)c1OC | -18 |
| O=C(/C=C/c1ccc2ccccc2n1)NC1CCSc2ccccc21 (stereo unspecified) | -13 |
| COc1ccc(NC(=O)NCc2nnnn2C2CCCCC2)cc1 | -6 |
| Cn1nc(C(=O)Nc2ccc(S(=O)(=O)N3CCC(Cc4ccccc4)CC3)cc2)ccc1=O | -2 |
| COc1cccc(Cl)c1-c1ccc2cc[nH]c(=O)c2c1 | -6 |
| Cc1cnc(CN2CCN(C)CC23CCCCC3)cn1 | -7 |
| COc1cc(NC(=O)CN2CCN(Cc3csc4ccccc34)CC2)cc(OC)c1 | -7 |
| CCOP(=O)(OCC)C(C)(CC)OC(=O)C(C(F)(F)F)C(F)(F)F (stereo unspecified) | 6 |
| COc1nn(C)cc1C(=O)N1CCOCC1 | -8 |
| CCOC(=O)c1nn(-c2ccc(C)cc2)c(=O)cc1N1CC(C)OC(C)C1 (stereo unspecified) | -9 |
| CC(C(=O)Nc1ccc(F)cc1)S(=O)(=O)c1ccc([N+](=O)[O-])cc1 (stereo unspecified) | -16 |
| Cc1nc2n(n1)C(=O)C(C(c1ccc(C(C)C)cc1)N1CCC(C)CC1)S2 (stereo unspecified) | -5 |
| COc1ccc(CC(=O)N2CCOC(COCc3cccc(C(F)(F)F)c3)C2)cc1F (stereo unspecified) | -4 |
| CN1CCN(C(=O)c2nn3c(C(F)(F)F)cc(-c4ccco4)nc3c2Cl)CC1 | 1 |
| O=C(NCc1ccccc1)c1cc(=O)c(OCc2ccccc2)co1 | -1 |
| CSc1ccc(Cl)c(C(=O)N2CCCN(C(=O)c3ccncc3)CC2)c1 | 0 |
| O=[N+]([O-])c1cc(Br)ccc1N1CCN(c2ccccc2)CC1 | -5 |
| Cc1cccnc1CC(C)Nc1nc(-c2cccnc2)nc2c1CCNC2 (stereo unspecified) | 16 |
| O=C(C=Cc1ccc(F)cc1)c1ccc(OC(F)F)cc1 | -6 |
| CN1CCC(C)(C(=O)Nc2cnc3ccccc3c2)C1 (stereo unspecified) | -3 |
| CN(Cc1cc(-c2ccccc2)no1)C(=O)C1CCC(=O)N(CCN2CCOCC2)C1 (stereo unspecified) | -4&-3 |
| CCCCC1CCCN1c1cc(C2CCNCC2)ncn1 (stereo unspecified) | -5 |
| CN(Cc1nccs1)C(=O)C1CCCN(c2nc(-c3ccccc3)nc3c2CCC3)C1 (stereo unspecified) | -1 |
| O=C1NCC2(CCCN(C(=O)c3scc4c3OCCO4)C2)O1 (stereo unspecified) | -5 |
| CSc1nc2ncc(C(=O)c3cc(Cl)cc(Cl)c3O)cc2c(=O)[nH]1 | -1 |
| CC(C)c1noc(C(C)NC(=O)Cc2noc3ccccc23)n1 (stereo unspecified) | -12 |
| CC(CNC(=O)c1sccc1Cl)Oc1cccnc1 (stereo unspecified) | -43 |
| CN(Cc1ncccc1C(=O)O)Cc1nccn1Cc1ccccc1 | -9 |
| O=C(Nc1cccc(-c2noc(C3CC3)n2)c1)C1CCOCC1 | -16 |
| O=C(CCn1cncn1)Nn1cnc2sc3c(c2c1=O)CCCC3 | -1 |
| N#Cc1ccc(OCC(=O)Nc2ccc(Cl)cc2F)cc1 | -1 |
| Cc1cc(C)nc(SCC(=O)NNC(=O)c2ccccc2Br)n1 | 5 |
| O=S1(=O)CCC(NC(=S)Nc2cccc(Br)c2)C1 (stereo unspecified) | -43 |
| CC(C)(C)C1CCC(C(=O)NCCc2nnc3ccccn23)CC1 (stereo unspecified) | -6 |
| CNC(=O)CN1CCC(CN(C)c2nc(C3CC3)ns2)CC1 | -37 |
| COc1ccc(Br)c(Cn2c(C)c(C(=O)NCc3ccccc3)sc2=O)c1 | -8 |
| COc1ccc2[nH]c(=O)c(CN(C)Cc3c(C)noc3C)cc2c1 | -5 |
| CCOC(=O)c1c(C)oc2nc(CN(C)Cc3cccc(Cl)c3)[nH]c(=O)c12 | -1 |

In a second layout: 17 of the compounds above.
mcGAS RapidFire	compound
-6	O=C(C=Cc1ccc(F)cc1)c1ccc(OC(F)F)cc1
-3	CN1CCC(C)(C(=O)Nc2cnc3ccccc3c2)C1 (stereo unspecified)
-4&-3	CN(Cc1cc(-c2ccccc2)no1)C(=O)C1CCC(=O)N(CCN2CCOCC2)C1 (stereo unspecified)
-5	CCCCC1CCCN1c1cc(C2CCNCC2)ncn1 (stereo unspecified)
-1	CN(Cc1nccs1)C(=O)C1CCCN(c2nc(-c3ccccc3)nc3c2CCC3)C1 (stereo unspecified)
-5	O=C1NCC2(CCCN(C(=O)c3scc4c3OCCO4)C2)O1 (stereo unspecified)
-1	CSc1nc2ncc(C(=O)c3cc(Cl)cc(Cl)c3O)cc2c(=O)[nH]1
-12	CC(C)c1noc(C(C)NC(=O)Cc2noc3ccccc23)n1 (stereo unspecified)
-43	CC(CNC(=O)c1sccc1Cl)Oc1cccnc1 (stereo unspecified)
-9	CN(Cc1ncccc1C(=O)O)Cc1nccn1Cc1ccccc1
-16	O=C(Nc1cccc(-c2noc(C3CC3)n2)c1)C1CCOCC1
-1	O=C(CCn1cncn1)Nn1cnc2sc3c(c2c1=O)CCCC3
-1	N#Cc1ccc(OCC(=O)Nc2ccc(Cl)cc2F)cc1
5	Cc1cc(C)nc(SCC(=O)NNC(=O)c2ccccc2Br)n1
-43	O=S1(=O)CCC(NC(=S)Nc2cccc(Br)c2)C1 (stereo unspecified)
-6	CC(C)(C)C1CCC(C(=O)NCCc2nnc3ccccn23)CC1 (stereo unspecified)
-37	CNC(=O)CN1CCC(CN(C)c2nc(C3CC3)ns2)CC1

Next structures.
| structure | mcGAS RapidFire |
| --- | --- |
| CC1=NC2=C(C(=O)CCC2)C(c2ccc3c(c2)OCO3)C1C(=O)OCCOc1ccccc1 (stereo unspecified) | -5 |
| Cc1nc(SCC(=O)N2CCN(S(=O)(=O)c3ccc(C)c(C)c3)CC2)n[nH]1 | -9 |
| Brc1ccc(C2(CNCc3cc[nH]c3)CCOCC2)cc1 | -11 |
| C=CCN1C(=O)C(=Cc2ccc(OC)cc2OC)SC1=S | -4 |
| Nc1ncc(Br)cc1S(=O)(=O)NCc1ccco1 | -5 |
| COc1ccc(Cc2nn(CN(C)CC(=O)NC(C)C)c(=S)o2)cc1 | -8 |
| Cc1cc(NC(=O)CSc2nc(C)c(C)n2C2CCCCC2)no1 | 0 |
| NC(=O)C1Cc2ccccc2CN1Cc1ccccc1C(F)(F)F (stereo unspecified) | -7 |
| O=C(Nc1nc(CC(=O)N2CCn3c2nc2ccccc23)cs1)c1ccc(=O)[nH]c1 | -27 |
| CCCCC(=O)OCC(=O)Nc1ccc(OC)cc1[N+](=O)[O-] | 0 |
| COCc1nc(CN2CCC(N3CCCC3=O)CC2)no1 | 9 |
| CC1=NNc2nc3c(c(=O)n(Cc4ccc(Cl)c(Cl)c4)c(=O)n3C)n2C1C (stereo unspecified) | 2 |
| Cc1csc(-n2c(C)cc(-c3csc(CC(=O)N(C)C)n3)c2C)n1 | -5 |
| CCC(C)NS(=O)(=O)c1ccc(I)cc1 (stereo unspecified) | -5 |
| Cc1cc(CN2CCc3[nH]cnc3C2c2cccn2-c2nccs2)on1 (stereo unspecified) | -7 |
| COc1ccc(CN2CCC2(C)C(=O)Nc2cccc(NS(C)(=O)=O)c2)c2ccccc12 (stereo unspecified) | -4 |
| Cc1cc(C)cc(NC(=O)C2CC(=O)N=C(N)S2)c1 (stereo unspecified) | -7 |
| C/C(N)=C(/C#N)C(=O)COC(=O)c1ccc([N+](=O)[O-])c(C)c1 | 2 |
| Cc1cc(C)c(NC(=O)Cn2nc(C3CC3)c3cnn(-c4ccccc4)c3c2=O)c(C)c1 | -11 |
| CC(Nc1ccc2c3c(cccc13)CC2)C(=O)NC1CC1 (stereo unspecified) | -2 |
| CCOc1nnc(CN(C)CC(=O)Nc2c(Cl)cccc2Cl)s1 | 4 |
| CCc1ccc(S(=O)(=O)N(C)Cc2cc(Cl)ccc2OC)cc1 | 3 |
| N#Cc1cccc(-c2ccc3c(c2)N(CC2CC2)C(=O)COC3)c1 | -18 |
| Cc1ccc(CN2CCN(Cc3cccc(OCC(N)=O)c3)CC2=O)cc1 | -7 |
| CCOc1ccc(C(=O)Nc2sc3c(c2C#N)CCC(C)C3)cc1 (stereo unspecified) | -10 |
| O=C(c1cnn2cc(CCO)cnc12)N1CCCC(Nc2cccc(F)c2)C1 (stereo unspecified) | -40 |
| CCC(=O)NCc1ccccc1-c1cccnc1OC | -20 |
| O=C1NC(Cc2ccccc2)(Cc2ccccc2)C(=O)N1CN1CCCCC1 | -3 |
| COc1ccccc1/C=C/C1=NC(=C\C(C)=C\c2ccccc2)/C(=O)O1 | 0 |
| Cc1ccc(C)c(OCCN(C)Cc2cnc3ccccc3n2)c1 | -17 |
| CCN(CC1=CCN(CC(N)=O)CC1)C(=O)Cc1ccccc1 | -14 |
| CNc1ncc(CN(C)C(=O)c2cccc(CC3CCNCC3)c2)cn1 | -9 |
| CCCC(=O)N1CCC1(C)C(=O)Nc1ccc(OC)c(OC)c1 (stereo unspecified) | -7 |
| O=C(CNCC(F)(F)F)Nc1ccc(N2CCSCC2)cc1 | -3 |
| O=C(C=Cc1cc(Cl)cc(Cl)c1)NC1CCS(=O)(=O)C1 (stereo unspecified) | -8 |
| CCN(CC)S(=O)(=O)N1CCCn2nc(C(=O)OC)cc2C1 | -20 |
| COc1cc(NC(=O)CCNC(=O)C23CC4CC(CC(C4)C2)C3)cc(OC)c1 | -6 |
| C[n+]1cn(C2=C(NS(=O)(=O)c3ccc([N+](=O)[O-])cc3)C(=O)c3ccccc3C2=O)c2ccccc21 | 1 |
| Cc1nnc(NCc2ccccc2S(=O)(=O)NC(C)(C)C)s1 | -12 |
| Cc1ccc(-c2c(NC(=O)C(C)C)n(-c3ccccc3)nc(C)c2=O)cc1 | -10 |
| N#Cc1ccc(SCC(=O)N2CCCC2)cc1 | -15 |
| Cc1ccc(C(C)N(C)C(=O)CSCC(N)=O)s1 (stereo unspecified) | 2 |
| CCCCCC(=O)Nc1ccc(C(C)(C)C#N)cc1 | 2 |
| Cc1ccc2cc(C3=C/C(=C/c4cccs4)C(=O)O3)ccc2c1 | -4 |
| COC(=O)c1cc(C(O)(C(F)(F)F)C(F)(F)F)c(N=CN(C)C)s1 | -10 |
| COC(=O)C(O)(CC(=O)O)C(F)(F)F (stereo unspecified) | -6 |
| Cc1ncsc1CCN(C)C(=O)c1ccc(Cl)s1 | -7 |
| O=C(O)c1[nH]ncc1CN1CCN(c2nnc(C(F)(F)F)s2)CC1 | -11 |
| COCCN=c1scc(-c2ccc(Br)cc2)n1N=Cc1ccc(C#N)cc1 | -13 |
| CNc1nc(Nc2ccccc2)c2nccnc2n1 | -13 |

Following part
| structure | mcGAS RapidFire |
| --- | --- |
| CN(Cc1ccc2nonc2c1)CC1CCN(CCc2ccc(Cl)cc2)CC1 | -11 |
| c1ccc2c(c1)OCCC2NCc1ccc(N2CCOCC2)cc1 (stereo unspecified) | -10 |
| O=C1C(=Cc2ccc(-c3ccc(Cl)cc3)o2)SC(=S)N1CCN1CCOCC1 | -4 |
| Cc1ccc([N+](=O)[O-])cc1S(=O)(=O)N1CCN(CCO)CC1 | -9 |
| Cc1cccnc1C1=NOC(Cc2ccccc2)C(=O)N1Cc1c(C)noc1C (stereo unspecified) | 3 |
| CC1=C(C(=O)Nc2ccc(Cl)cc2)C(c2cnn(Cc3ccccc3)c2)NC(=S)N1 (stereo unspecified) | -4 |
| Cc1nn(C)c(C)c1C=C1N=C(c2cccc(F)c2)OC1=O | -5 |
| N#Cc1ccc(C(=O)Nc2cc(-c3cccc(F)c3F)[nH]n2)nc1 | 4 |
| CCS(=O)(=O)N(C)CC(=O)NC(c1ccccc1C)C1CC1 (stereo unspecified) | -2 |
| CCN(CC)c1c([N+](=O)[O-])c(=O)oc2ccccc12 | -16 |
| Nc1nc(NCc2ccccc2)sc1C(=O)C12CC3CC(CC(C3)C1)C2 | -13 |
| COc1ccc(OCC(=O)N2CCOC(COCc3cccc(C(F)(F)F)c3)C2)cc1 (stereo unspecified) | -6 |
| CC(NCC(O)COc1ccc(C#N)cc1)C1CC2CCC1C2 (stereo unspecified) | 3 |
| CS(=O)(=O)CCn1ccc(NC(=O)c2ccc(F)c(F)c2)n1 | -3 |
| Cc1sc2nc(C(C)OC(=O)CN3C(=O)C4CCCCC4C3=O)[nH]c(=O)c2c1C (stereo unspecified) | -8 |
| CSc1cnc2c(=O)n(C)c(=O)[nH]c2n1 | -2 |
| Brc1ccc(-c2noc(-c3ccccc3)n2)o1 | -3 |
| O=C(NCC1CCCCC1O)c1c(O)cc(F)cc1F (stereo unspecified) | -6 |
| CCCN(CC#N)Cc1cc2c(cc1O)OCO2 | -2 |
| Cc1ncsc1CCC(=O)N(C)CCc1nc2ccc(F)cc2[nH]1 | -15 |
| COc1ccc2c(c1)sc(=NC(=O)CSCC(=O)Nc1nccs1)n2C | -1 |
| CCn1c(=NC(=O)c2ccc3ncsc3c2)sc2cc(Cl)ccc21 | 0 |
| O=C(NCCCOCc1ccco1)c1cc(Cl)ccc1O | 5 |
| O=C(c1c[nH]c(=O)cn1)N1CCCC(N2CCN(c3ccc(F)cc3)CC2)C1 (stereo unspecified) | -32 |
| CCn1ccc(C(=O)N=c2sc3c(OC)ccc(OC)c3n2CC(=O)OC)n1 | 11 |
| O=C(c1ccc(F)cc1F)N1CCC(N2CCC(C(=O)N3CCOCC3)CC2)CC1 | -5 |
| CCCS(=O)(=O)NCCc1cc2ccc(C)c(C)c2[nH]c1=O | -4 |
| Cn1cccc1-c1cc(C(=O)NCCC(=O)Nc2ccccc2F)[nH]n1 | 0 |
| O=C(NC1CCSc2ccccc21)C12CC3CC(CC(Cl)(C3)C1)C2 (stereo unspecified) | -13 |
| COc1ccc(CN2CCNC(=O)C2CC(=O)NCCc2cscn2)cc1OC (stereo unspecified) | -1 |
| O=C1NC(=O)C(c2ccccc2)(c2ccccc2)N1 | -12&-3&0 |

Part of the list above, field by field:
CCn1ccc(C(=O)N=c2sc3c(OC)ccc(OC)c3n2CC(=O)OC)n1
  mcGAS RapidFire: 11

O=C(c1ccc(F)cc1F)N1CCC(N2CCC(C(=O)N3CCOCC3)CC2)CC1
  mcGAS RapidFire: -5
